# Yeast growth tox: Compounds toxic to wild-type S. cerevisiae growth. A595 turbidity, 16 h. growth inhibition, % at 25 µM (by protocol). actives 0.3% (n = 30,000). AID 685;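 active means mutant and wild-type yeast strains alike exhibit over 30% growth inhibition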;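 further: 0% = untreated cell controls and 100% = YPD media blanks without cells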
#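 System – wild-type and eIF2Bepsilon-R284H mutant S. cerevisiae, screened separately · Measured by – absorbance at 595 nm (turbidity) · Timing – 16 h compound exposure during growth at 30 °C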
# eIF2B yeast act: eIF2B (yeast) activity modulation. S. cerevisiae eIF2B-epsilon R284H, GCN4-lacZ luminescence. inhibition, % at 25 µM (by protocol). actives 0.91% (n = 27,000);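 active means mutant luminescence inhibited past about 50% while wild type luminescence and mutant growth stay under set limits, limit read from the data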; further: some compounds called inactive have numbers as strong as hits
#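 Material: yeast eIF2B-epsilon R284H mutant carrying GCN4–beta-galactosidase fusion. Medium: YPD yeast growth medium. Incubation: 16 h growth with compound at 30 °C, 90 min Beta-Glo step. Signal: Beta-Glo luminescence plus absorbance at 595 nm. Evaluation: % inhibition of reporter signal and growth versus controls. Doses: 25 µM single dose.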
# Yeast growth tox inhibition %: further read-out of Yeast growth tox, marked with its call; growth inhibition, %; S. cerevisiae eIF2Bepsilon-R284H mutant growth, A595 turbidity, 16 h;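 each compound tested once at 25 µM; 0% equals untreated cells and 100% equals cell-free medium blanks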
# eIF2B yeast act mutant toxicity: second read-out of eIF2B yeast act, no call of its own (marks repeat the call); growth inhibition, %; measured here: mutant yeast growth, toxicity;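 each compound tested once at 25 µM; zero equals untreated control growth and 100 equals blank medium absorbance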
# * = called active by the depositor; . = no result given. The list is partial; rates above refer to the full screens.
1) O=C(c1ccc(Br)o1)N1CCN(c2ccc(F)cc2)CC1
2) Cc1occc1-c1nnc(SCC(=O)NC(C)(C)C)n1C(C)c1ccccc1 (stereo not drawn)
3) CCOC(=O)N1CCN(CC(O)COCc2ccc(Cl)cc2)CC1 (stereo not drawn)
4) CCCC(C(=O)O)N1C(=O)/C(=C2\C(=O)N(C)c3ccccc32)SC1=S (stereo not drawn)
5) O=C(O)c1ccc2c(c1)C(=O)N(CCC1=CCCCC1)C2=O
6) COc1ccc2c(c1)c(C(=O)OCCN(C)C)c(C)n2C
7) CC(C)COC(=O)NCCOC(=O)Nc1cccc(Cl)c1
8) COc1ccc(-c2nc3nc(C)cc(C)n3n2)cc1
9) COc1ccc(-c2csc(N(CC3CCCO3)C(=O)c3cccs3)n2)cc1 (stereo not drawn)
10) c1cc2c3c(cccc3c1)C(N1CCCCC1)=N2

compound no.	1	2	3	4	5	6	7	8	9	10
Yeast growth tox	0	11	18	-15	-5	1	7	-8	-11	11
Yeast growth tox inhibition %	-10	15	3	5	0	28	0	10	0	4
eIF2B yeast act	36	14	.	28	5	17	9	21	45	20
eIF2B yeast act mutant toxicity	-10	15	.	5	.	28	.	10	.	4

11) CCS(=O)(=O)N1CCN(C(=O)c2ccccc2)CC1
12) COCC(=O)NC(c1ccccc1)c1ccccc1
13) Cc1ccc(OCc2nnc(NC(=O)OCC(C)C)s2)cc1
14) COc1ccc(C2(O)CCN(Cc3nnnn3Cc3ccc(C)cc3)CC2)cc1
15) CCc1nnc(SCC(=O)NC2CCCC2)nc1CC
16) Cc1csc2nc(CSc3nc4ccccc4o3)cn12
17) Cc1ccc(-c2nnc3sc(-c4ccc5c(c4)OCCO5)nn23)cc1
18) CCCC(=O)Nc1cccc(-c2nc3cc(C)c(C)cc3o2)c1
19) CCOC(=O)C1CCN(S(=O)(=O)c2ccc(C(=O)OC)cc2)CC1
20) Cc1cc(C)cc(C(=O)N2CC(=O)Nc3ccccc32)c1

compound no.	11	12	13	14	15	16	17	18	19	20
Yeast growth tox	12	9	-11	11	13	13	.	-15	-12	-2
Yeast growth tox inhibition %	17	10	-8	-18	16	27	.	-26	3	8
eIF2B yeast act	11	62*	12	-6	.	13	15	-6	-12	.
eIF2B yeast act mutant toxicity	17	.	-8	-18	.	27	.	-26	3	.

21) Cc1ccc(S(=O)(=O)Cc2csc(N)n2)cc1
22) O=C(CN1CCOCC1)Nc1ccccc1
23) Cc1ccc(C2C(C#N)=C(N)Oc3n[nH]c(-c4ccccc4)c32)o1 (stereo not drawn)
24) CCOC(=O)c1c(NS(C)(=O)=O)sc2c1CCC(C)C2 (stereo not drawn)
25) CCn1nc(CC(=O)Nc2nnc(CC(=O)N3CCCC3)s2)c2ccccc2c1=O
26) COc1ccc(S(=O)(=O)N2CCC(C(=O)NCCC3=CCCCC3)CC2)cc1C
27) COc1ccc2c(c1)c1ncn(Cc3ccco3)c(=O)c1n2C
28) CC(C)C(=O)Nc1nnn(C)n1
29) COc1cc(-c2nc3cnccn3c2Nc2c(C)cccc2C)ccc1O
30) CC(C)C1=C2CCCCC2NC(=O)N1 (stereo not drawn)

compound no.	21	22	23	24	25	26	27	28	29	30
Yeast growth tox	17	11	-15	11	12	18	.	.	8	10
Yeast growth tox inhibition %	8	13	3	-5	-32	25	.	.	8	7
eIF2B yeast act	17	23	17	-5	3	20	10	41	19	29
eIF2B yeast act mutant toxicity	8	13	3	-5	-32	25	.	.	8	7

31) CN1C(=O)N(C)C2(c3ccccc3)NC(=O)NC12c1ccccc1 (stereo not drawn)
32) O=C(Cc1c(F)cccc1Cl)NCC1CCCO1 (stereo not drawn)
33) O=C(CCCN1C(=O)c2ccccc2C1=O)NC1CCCCCC1
34) O=C(CN1C(=O)CCSc2ccccc21)Nc1ccccc1
35) CCCc1cc(=O)n2[nH]c(C)nc2n1
36) CN1CCN(c2ccc(S(=O)(=O)N3CCCCC3)cn2)CC1
37) COc1cccc(C(CC(=O)NCCN2CCOCC2)NS(=O)(=O)c2ccc(C)cc2)c1OC (stereo not drawn)
38) O=C(O)CC1CCC(=C(Cl)Cl)C1 (stereo not drawn)
39) N#CC(=C1CCCC1)c1nc(-c2ccc(Cl)cc2)cs1
40) CCOC(=O)Nc1ccccc1N1C(=O)c2ccccc2C1=O

compound no.	31	32	33	34	35	36	37	38	39	40
Yeast growth tox	3	1	-2	9	4	0	10	15	6	13
Yeast growth tox inhibition %	4	-20	8	12	11	3	0	26	9	-4
eIF2B yeast act	54*	.	6	20	26	17	3	19	.	23
eIF2B yeast act mutant toxicity	.	.	8	12	11	3	.	26	.	-4

41) COC(=O)c1ccc(OCCN2C3=NCCN3c3ccccc32)cc1
42) CCOc1cc(-c2ccccc2)nc(N)n1
43) COc1ccc(C=C(C(C)=O)C(C)=O)cc1OC
44) Cc1cc(=O)n2nc(N3CCC(C(=O)N4CCN(Cc5ccccc5)CC4)CC3)sc2n1
45) CC(=O)N1CCC(=O)N(C(C)C)c2ccccc21
46) CCCOc1ccc(C(=O)N2CCN(c3ccc(NC(=O)CC)cc3Cl)CC2)cc1
47) COc1ccc(C2NC(=O)NC(C)=C2C(C)=O)cc1 (stereo not drawn)
48) CC(=O)Nc1cc(C(=O)N2CCOCC2)ccc1S(=O)(=O)c1ccc(C)cc1
49) O=C(O)COc1ccccc1C1C2C(=O)N(c3ccc(F)cc3)C(=O)C2ON1c1ccccc1 (stereo not drawn)
50) Oc1ccccc1Oc1ncc(Br)c(N2CCOCC2)n1

compound no.	41	42	43	44	45	46	47	48	49	50
Yeast growth tox	1	8	1	-5	2	.	13	-9	.	11
Yeast growth tox inhibition %	19	24	4	-10	15	.	3	29	.	16
eIF2B yeast act	16	-1	0	-16	19	-8	52*	-2	6	34
eIF2B yeast act mutant toxicity	19	24	4	-10	15	.	.	29	.	16

# Single records, as listed above. Screens in order: Yeast growth tox | Yeast growth tox inhibition % | eIF2B yeast act | eIF2B yeast act mutant toxicity
# `O=C(O)COc1ccccc1C1C2C(=O)N(c3ccc(F)cc3)C(=O)C2ON1c1ccccc1` (stereo not drawn) across the screens: . | . | 6 | .
# `CC(=O)N1CCC(=O)N(C(C)C)c2ccccc21` across the screens: 2 | 15 | 19 | 15

# Continuation.
51) O=C(Nc1ccc(F)cc1)c1oc2ccccc2c1NC(=O)C1CCCC1
52) CCCN(CCC)C(=O)c1ccccc1C(=O)N(CCC)CCC
53) COC(=O)C1=C(C)N(C)C(C)=C(C(=O)OC)C1c1ccc(F)c(Br)c1
54) CCOC(=O)N1CCN(C(=O)CN(c2cccc(OC)c2)S(C)(=O)=O)CC1
55) O=C(Cc1cccs1)NCc1cccs1
56) Cc1cc(C)n(Cc2ccccc2Cl)n1
57) CCOc1ccc(C2CC(c3ccc(Br)cc3)Nc3nc(N)nn32)cc1 (stereo not drawn)
58) COCCn1c(=O)[nH]c2cc(C(=O)NCC3CCCO3)ccc2c1=O (stereo not drawn)
59) COc1ccc(NC(=O)C(NC(=O)CNC(C)=O)c2ccc(C)cc2)cc1 (stereo not drawn)
60) CN(C)c1ccc(P(=O)(OCc2ccccc2)C(O)c2cccnc2)cc1 (stereo not drawn)

compound no.	51	52	53	54	55	56	57	58	59	60
Yeast growth tox	-16	-11	9	1	-6	6	-10	-16	23	-6
Yeast growth tox inhibition %	-15	5	8	23	7	-12	-2	-4	9	0
eIF2B yeast act	18	39	35	.	.	40	21	6	.	18
eIF2B yeast act mutant toxicity	-15	5	8	.	.	-12	-2	-4	.	.

61) COC(=O)c1sc(NC(=O)c2ccoc2C)nc1C
62) C=CCn1c(N)c(C(=O)NCC2CCCO2)c2nc3ccccc3nc21 (stereo not drawn)
63) CCCCn1c(=O)c(C(=O)OCC)c(O)c2ccccc21
64) COC(=O)c1ccccc1NC(=O)c1ccc2c(c1)C(=O)N(Cc1ccco1)C2=O
65) O=S(=O)(c1ccccc1)N1CCN(c2cc(-c3ccccc3)nc3ncnn23)CC1
66) Cc1ccc2c(nc3s/c(=C/c4cccs4)c(=O)n32)c1C
67) Cc1c(-c2ccc(F)cc2)nc(N)c(C#N)c1-c1ccco1
68) CC(C)c1nc(=S)c2ccccc2[nH]1
69) CC(C)Oc1ccc(Cc2cnc(N)nc2N)cc1
70) O=C(COc1ccc(S(=O)(=O)NCc2ccccc2)cc1)N1CCOCC1

compound no.	61	62	63	64	65	66	67	68	69	70
Yeast growth tox	-23	.	29	.	.	2	8	23	21	12
Yeast growth tox inhibition %	-4	.	8	.	.	-16	-7	-3	14	0
eIF2B yeast act	.	36	26	3	-14	13	28	.	27	22
eIF2B yeast act mutant toxicity	.	.	8	.	.	-16	-7	.	14	.

71) CCCOc1ccc(/C(O)=C2/C(=O)C(=O)N(CCN(CC)CC)C2c2ccncc2)cc1 (stereo not drawn)
72) CC1(C)CC(=O)C=C(NCCc2ccc(S(N)(=O)=O)cc2)C1
73) COc1ccc(C2C(C#N)=C(N)OC3=C2C(=O)CC(C)(C)C3)c(OC)c1OC (stereo not drawn)
74) CCC(C)(C(=O)NC1CCCC1)N(C(=O)c1ccccn1)c1ccc(C)cc1 (stereo not drawn)
75) Cc1cc(C)c(O)c(-c2cc(C(=O)NCc3ccccc3)[nH]n2)c1
76) CCN1C(=O)CS/C1=C(\C#N)S(=O)(=O)c1ccccc1
77) COC(=O)c1ccc(NC(=O)CSc2nnc(C)n2-c2ccccc2)cc1
78) CCOCCOC(=O)C1=C(C)Nc2ccc(C)cc2S1
79) CCC(c1nnnn1C1CCCCC1)N(Cc1ccco1)Cc1cc2ccc(OC)cc2[nH]c1=O (stereo not drawn)
80) CCc1nc(NCCCn2ccnc2)c2oc3ccccc3c2n1

compound no.	71	72	73	74	75	76	77	78	79	80
Yeast growth tox	0	15	9	20	-26	.	-1	5	11	15
Yeast growth tox inhibition %	3	36	-11	15	2	.	-3	10	5	8
eIF2B yeast act	19	22	14	.	-25	19	8	39	15	25
eIF2B yeast act mutant toxicity	3	36	-11	.	2	.	-3	10	5	8

81) CCOc1ccccc1Nc1nc(N)nc(CN(C)C2CCCCC2)n1
82) COc1ccc(C)cc1S(=O)(=O)N(CC(=O)NCc1ccc(Cl)cc1)Cc1ccccc1
83) O=C(c1ccc2c(c1)OCO2)[C@@H]1[C@@H]2C(=O)N(C3CCCCC3)C(=O)[C@@H]2C2c3ccccc3C=CN21 (stereo partly drawn)
84) CC(C)(C)S(=O)(=O)c1ccc2nc3c(n2c1)CCCC3
85) CCOC(=O)COc1ccc(S(=O)(=O)Nc2ccc3c(c2)OCCO3)cc1
86) COc1cc(/C=C/C(=O)c2c(O)cc(C)oc2=O)cc(OC)c1O
87) CCOC(=O)C1=C(C)NC(=O)NC1/C=C/c1ccccc1 (stereo not drawn)
88) O=C(COc1cc(=O)n2c(n1)SCCC2)c1ccccc1
89) Cc1c2c([n+]3n1CCC3)CC(C)(C)CC2=O
90) CCC(c1nnnn1Cc1ccco1)N(Cc1cc2cc(OC)ccc2[nH]c1=O)C1CCCCC1 (stereo not drawn)

compound no.	81	82	83	84	85	86	87	88	89	90
Yeast growth tox	-11	-12	10	16	16	12	2	-10	15	11
Yeast growth tox inhibition %	-26	2	0	-11	0	17	10	-11	-24	19
eIF2B yeast act	8	.	17	3	-13	11	26	28	17	20
eIF2B yeast act mutant toxicity	-26	.	.	-11	.	17	10	-11	-24	19

91) CCOC(=O)Nc1cc(C(=O)OC)cc(C(=O)OC)c1
92) CSC1=N/C(=C\c2cccc(F)c2)C(=O)S1
93) CCOC(=O)N1CCN(C(=O)c2ccc(CS(=O)(=O)c3ccccc3OC)o2)CC1
94) CCCc1cc(-c2n[nH]c(C(=O)OCC)c2-c2cscn2)c(O)cc1O
95) N#Cc1ccccc1NC(=O)c1ccccc1OCC(=O)Nc1ccc2c(c1)oc1ccccc12
96) CCCc1cc(O)c2c(C)cc(=O)oc2c1
97) CC(=O)Cn1cnc2sc(-c3ccccc3)cc2c1=O

compound no.	91	92	93	94	95	96	97
Yeast growth tox	0	21	.	9	-13	22	6
Yeast growth tox inhibition %	11	8	.	14	-17	4	11
eIF2B yeast act	18	14	4	.	4	20	-92
eIF2B yeast act mutant toxicity	11	8	.	.	-17	4	11

# By substructure: the compounds so far with bromine (4)
1) O=C(c1ccc(Br)o1)N1CCN(c2ccc(F)cc2)CC1
50) Oc1ccccc1Oc1ncc(Br)c(N2CCOCC2)n1
53) COC(=O)C1=C(C)N(C)C(C)=C(C(=O)OC)C1c1ccc(F)c(Br)c1
57) CCOc1ccc(C2CC(c3ccc(Br)cc3)Nc3nc(N)nn32)cc1 (stereo not drawn)

compound no.	1	50	53	57
Yeast growth tox	0	11	9	-10
Yeast growth tox inhibition %	-10	16	8	-2
eIF2B yeast act	36	34	35	21
eIF2B yeast act mutant toxicity	-10	16	8	-2
